# High-throughput results: PubChem, several laboratories
# Rev-erbA mod: modulators of human Rev-erb alpha DNA binding; Rev-erbα–FITC-DNA binding, fluorescence polarization, 90 min; activity, % at 10 µM; actives 0.79% (n = 370,000);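 active means activity above about 14%, limit read from the data; passing the limit was not always enough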;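 further: 0% = DMSO wells with 35 nM protein and 100% = DMSO wells with 750 nM protein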
# Target sequence (P20393 whole entry, looked up): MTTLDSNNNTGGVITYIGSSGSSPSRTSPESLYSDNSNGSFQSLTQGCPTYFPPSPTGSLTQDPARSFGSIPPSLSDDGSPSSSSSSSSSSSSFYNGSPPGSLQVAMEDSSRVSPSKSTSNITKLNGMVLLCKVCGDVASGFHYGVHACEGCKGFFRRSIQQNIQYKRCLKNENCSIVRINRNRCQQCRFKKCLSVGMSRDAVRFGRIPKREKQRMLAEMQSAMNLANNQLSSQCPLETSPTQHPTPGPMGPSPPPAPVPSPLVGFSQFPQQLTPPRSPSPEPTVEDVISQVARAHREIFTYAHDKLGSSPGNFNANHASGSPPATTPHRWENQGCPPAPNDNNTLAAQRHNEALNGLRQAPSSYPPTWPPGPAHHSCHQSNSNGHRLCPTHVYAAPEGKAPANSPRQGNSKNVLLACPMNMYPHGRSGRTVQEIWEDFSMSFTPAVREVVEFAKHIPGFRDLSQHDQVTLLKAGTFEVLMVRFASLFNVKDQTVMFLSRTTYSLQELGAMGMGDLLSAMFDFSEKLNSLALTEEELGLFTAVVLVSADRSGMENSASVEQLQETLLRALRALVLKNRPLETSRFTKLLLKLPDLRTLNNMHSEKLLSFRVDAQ
# MBD2 inh: blocks human MBD2 binding to methylated DNA; Q9UBB5; TR-FRET, MBD2 binding to methylated oligonucleotide; inhibition, % at 4.4 µM; actives 0.31% (n = 370,000); AID 686964; in the data active means inhibition above about 13%
# Target sequence (Q9UBB5 whole entry, looked up): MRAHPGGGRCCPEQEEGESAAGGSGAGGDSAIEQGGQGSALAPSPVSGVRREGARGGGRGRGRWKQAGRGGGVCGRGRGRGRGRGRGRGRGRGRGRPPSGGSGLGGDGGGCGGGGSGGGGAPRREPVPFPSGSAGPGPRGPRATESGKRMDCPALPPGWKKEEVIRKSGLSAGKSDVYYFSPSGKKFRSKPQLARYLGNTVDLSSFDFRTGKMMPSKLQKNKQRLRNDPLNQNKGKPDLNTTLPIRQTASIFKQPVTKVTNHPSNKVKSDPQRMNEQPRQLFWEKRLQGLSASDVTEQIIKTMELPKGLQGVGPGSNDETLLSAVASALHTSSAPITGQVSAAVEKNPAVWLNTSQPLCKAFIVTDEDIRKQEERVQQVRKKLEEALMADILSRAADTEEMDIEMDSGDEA
# hgDAF12 agonist: activates the H. glycines DAF-12 receptor ligand-binding domain; actives 1.8% (n = 370,000); activation, % at 6.8 µM; HEK293 GAL4-hgDAF12 UAS-luciferase reporter, agonist luminescence; normalized to butyrate control; AID 687014;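 active means activation above a cutoff set at the mean of all screened compounds plus 3 SD, cut at about 10% in these data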;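 further: 0% = DMSO wells and 100% = sodium butyrate wells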
# ADAM17 inh: inhibitors of human ADAM17; recombinant ADAM17, EDANS/DABCYL FRET peptide cleavage; inhibition, % at 6.95 µM; actives 0.83% (n = 370,000);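 active means inhibition above the mean of compounds lying between control limits plus 3 SD, set per campaign, cut at about 8.5% in these data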;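 further: 0% = DMSO-only wells as the low control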
# DAX1 inh-1: DAX1 (NR0B1) inhibition, primary screen; AID 652010; actives 1.1% (n = 370,000); HEK293T StAR-luciferase reporter, SF-1/DAX-1 repression relief; inhibition, % at 6.8 µM;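 active means inhibition above the mean over all tested compounds plus 3 SD, cut at about 3.6% in these data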;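 further: 0% = DAX-1 cells with DMSO and 100% = cells lacking DAX-1 with DMSO; higher inhibition means more luminescence from relief of DAX-1 repression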
# ssDAF12 agonist: activates DAF-12 receptor from parasite S. stercoralis. HEK293 ssDAF-12/GRIP1 lit1-tk-luc reporter, luminescence; % of 3 µM dafachronic acid response. activation, % at 6.8 µM. actives 1% (n = 370,000). AID 652126;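 active means activation above the mean over all tested compounds plus 3 SD, cut at about 0.9% in these data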;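 further: 0% = DMSO-only wells and 100% = 3 µM delta7-dafachronic acid wells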
# DAX1 inh-2: NR0B1 (DAX1) inhibition. P51843. HEK293 Gal4-DAX1 luciferase reporter, luminescence. inhibition, % at 6.75 µM. actives 0.99% (n = 340,000). AID 504766;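 active means inhibition above the mean over all tested compounds plus 3 SD, cut at about 4.2% in these data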;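 further: 0% = DAX1-transfected cells with DMSO and 100% = empty-vector control cells with DMSO; inhibition shows as a rise in luminescence from relieved DAX1 repression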
# SMARCA2 act: activators of SMARCA2 function. MG213 cells, MMTV-luciferase reporter, dexamethasone, overnight. activation, % at 9.1 µM. actives 1% (n = 370,000). AID 652017; in the data active means activation above about 7.8%;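 further: 0% = vehicle wells and 100% = reference activator wells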
# hcDAF-12 act: activators of H. contortus DAF-12 nuclear receptor | AID 652067 | HEK293 hcDAF-12 lit1-tk-luc reporter, luminescence; 0% DMSO, 100% Δ7-dafachronic acid | activation, % at 6.8 µM | actives 1.4% (n = 370,000);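 active means activation above the mean of all tested compounds plus 3 SD, cut at about 5.5% in these data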;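 further: 100% = response to 3 µM Δ7-dafachronic acid high control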
# PLC-beta3 inh: blocks human PLC-beta3 enzyme activity; Purified PLC-beta3, fluorogenic substrate, fluorescence; Q01970; actives 0.18% (n = 370,000); AID 720704; inhibition, % at 12.2 µM; in the data active means inhibition above about 11%;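 further: 0% = median of compound wells on plate and 100% = full blocker control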
# PLCg1 inh: inhibitors of human phospholipase C gamma1; AID 720700; inhibition, % at 12.2 µM; purified PLC-gamma1, fluorogenic substrate, fluorescence; actives 0.84% (n = 370,000); P19174; in the data active means inhibition above about 9.5%
# Starred values were filed as active, the others as inactive; i = inactive; · = not tested or not shown.
# Order of results – Rev-erbA mod	MBD2 inh	hgDAF12 agonist	ADAM17 inh	DAX1 inh-1	ssDAF12 agonist	DAX1 inh-2	SMARCA2 act	hcDAF-12 act	PLC-beta3 inh	PLCg1 inh
O=C(CSc1nnc2ccc(-c3ccc(F)cc3)nn12)N1CCOCC1
→ 1.6	-3.7	-0.4	-26.8	-1.0	-0.5	0.7	-2.1	-0.7	-270.4	-262.0
Cc1ccccc1S(=O)(=O)Cc1ccc(C(=O)N2CCN(c3cccc(C)c3C)CC2)o1
→ -3.3	2.0	-4.1	9.0*	-2.4	-2.1	-4.5	-4.7	-4.3	-2.9	7.9
O=C(NCCCNC(=O)c1ccccc1)c1ccccc1
→ -0.7	-4.3	0.4	-3.5	0.3	-1.2	·	-0.9	-1.8	-4.3	4.8
CCOC(=O)C(=O)Nc1ccc(F)cc1
→ -8.5	3.8	-0.3	-0.2	0.5	-0.9	-0.7	1.6	-1.4	0.7	3.1
COc1ccc(C)cc1NC(=O)CN1C(=O)CSc2ccc(S(=O)(=O)N3CCCC3)cc21
→ 0.3	-1.1	-0.5	0.1	-0.1	-0.4	0.0	-0.7	0.0	-0.2	1.2
CCOC(=O)c1c(-c2ccccc2)nnn1-c1nc(OCC)nc(N2CCCCC2)n1
→ -2.8	2.3	-5.0	-2.0	-2.5	-1.9	-2.8	-6.2	-3.6	-1.0	3.8
CCCNC(=O)CCn1nc(-c2ccc(C)cc2)c2ccccc2c1=O
→ 2.0	4.2	-0.4	-2.8	-0.2	-1.2	-0.4	1.0	-2.0	-2.3	3.0
O=C(COc1ccc(F)cc1)NCC1CCCO1 (stereo unspecified)
→ -2.7	3.0	1.5	-3.3	0.9	-0.7	1.2	-4.7	-0.2	0.2	1.8
Cc1ccc(NC(=O)CC2C(=O)NCCN2C(=S)Nc2ccccc2)c(C)c1 (stereo unspecified)
→ -5.1	-4.4	2.2	0.8	-1.5	-1.0	0.3	-2.4	3.3	4.9	0.8
CN(CC(=O)Nc1ccc(N2CCOCC2)cc1)CC(=O)Nc1ccccc1C#N
→ -1.1	0.3	0.1	-2.6	0.0	-0.1	-0.4	3.5	5.5	2.6	-0.6
COc1cc(/C(C)=N/N2CCN(c3ccccc3OC)CC2)ccc1O
→ -2.4	-3.2	1.7	-2.9	0.3	-0.5	1.9	0.6	-0.2	-3.0	0.9
CCOC(=O)c1sc(NC(=O)c2ccoc2C)c(C(N)=O)c1C
→ 1.0	1.0	-2.8	-2.7	-0.9	-1.5	-0.5	4.7	-1.1	-24.3	-14.3
Cc1ccc(C(=O)NNC(=O)c2ccccc2-n2cccc2)cc1
→ -3.4	-2.1	1.6	2.8	0.1	-1.0	0.9	0.5	0.6	-0.5	3.3
O=C(c1ccccc1)c1ccc(COC(=O)c2cnccn2)cc1
→ -0.7	-8.2	3.0	-0.2	0.1	-1.0	-1.7	-2.8	0.4	-0.8	3.6
COc1ccc2c(c1)[nH]c1c(=O)n(CCCN3CCOCC3)cnc12
→ -3.1	3.8	0.6	-7.1	-0.5	-0.7	-0.2	-2.5	-1.2	1.6	-1.0
O=C(N[C@@H](Cc1c[nH]c2ccccc12)C(=O)O)c1ccc(Cl)cc1
→ 5.8	-1.5	1.9	2.6	2.0	-1.2	0.1	-4.8	1.2	-3.7	6.1
OC[C@@H]1CN(Cc2ccc(-c3ccccc3)cc2)C[C@H](n2cnc3c(N4CCCC4)ncnc32)O1
→ -0.5	0.2	-3.7	-2.0	-0.8	-1.6	·	-2.8	0.9	-1.2	2.2
C/C=C\C(=O)Nc1cccc(C2=NOC3(C2)C[C@@H](C(N)=O)N(C(=O)COc2ccc(Cl)cc2)C3)c1 (stereo partly specified)
→ 1.8	-5.2	0.9	-1.3	-0.3	-1.1	-1.0	-0.3	-1.8	-1.5	-0.5
CCCCOc1ccc(S(=O)(=O)NC(=O)C2(C)CCN2C(=O)Cc2cccs2)cc1 (stereo unspecified)
→ 2.7	7.3	-3.4	-4.1	0.2	-1.6	·	-1.4	0.3	-7.3	-1.0
O=C(c1cc2ccccc2oc1=O)N1CCCC1
→ 0.9	-6.8	-1.7	-1.6	-0.8	-0.6	2.5	1.0	0.2	3.5	14.6*

# Arranged by the number under SMARCA2 act (ascending): 3 of the compounds above.
SMILES | SMARCA2 act
Cc1ccc(C(=O)NNC(=O)c2ccccc2-n2cccc2)cc1 | 0.5
COc1cc(/C(C)=N/N2CCN(c3ccccc3OC)CC2)ccc1O | 0.6
CCOC(=O)c1sc(NC(=O)c2ccoc2C)c(C(N)=O)c1C | 4.7

# Continuation.
# Order of results – Rev-erbA mod	MBD2 inh	hgDAF12 agonist	ADAM17 inh	DAX1 inh-1	ssDAF12 agonist	DAX1 inh-2	SMARCA2 act	hcDAF-12 act	PLC-beta3 inh	PLCg1 inh
CSc1ccc(CN2CCN(C(=O)CC(C)C)CC2)cc1
→ 3.4	3.7	-2.0	-1.2	-1.1	-1.5	-1.8	-2.8	-2.2	-5.5	-1.9
COc1cccc2c1OCC(C(=O)Nc1nccs1)=C2
→ -0.2	-1.4	12.9*	-2.9	1.5	-0.2	2.6	3.7	3.5	-161.5	-111.4
CCCCCOC(=O)CCN1C(=O)/C(=C2\SC(=S)N(CCC(=O)OCCCCC)C2=O)SC1=S
→ 8.6	-3.2	-0.9	-1.5	-0.3	-1.3	0.7	0.2	-0.8	-4.5	2.0
CC(=O)Oc1ccc(OC(C)=O)c2c1CC(C)=C(C)C2
→ 1.0	1.4	-3.9	0.6	-0.7	-1.6	0.6	0.4	-1.1	-1.6	2.2
COc1ccc(-c2nc(NCCCN(C)C)c3ccccc3n2)cc1
→ -1.2	8.4	9.2	-12.6	1.9	0.3	6.7*	5.0	10.0*	-53.9	-50.2
CC(=O)NCCNC(=O)C1Cc2c(-c3ccc4c(c3)OCO4)ccnc2O1 (stereo unspecified)
→ -0.6	-6.7	0.2	-19.0	0.1	-1.5	·	1.3	-1.9	-9.2	-4.6
CN1CCN(c2cc(-c3ccccc3)nc3cc(-c4ccc(F)cc4)nn23)CC1
→ -4.6	-0.3	-0.6	-57.6	-1.1	-0.5	-0.1	1.0	-1.6	-396.3	-339.1
Cc1cccc2c(=O)cc(C)n(CC(N)=O)c12
→ 0.6	1.3	0.7	-0.2	0.0	-0.6	2.4	0.7	-0.2	-5.9	1.2
O=C(NCc1cccc(F)c1)C1CCC(=O)N(C2CC2)C1 (stereo unspecified)
→ -0.8	-5.3	-0.2	-2.4	0.9	-0.9	0.4	-1.5	0.7	-3.8	-1.1
CCN1CCc2c(sc(NC(=O)Cc3ccccc3)c2C(=O)OC)C1
→ -6.5	-2.3	1.7	-3.2	-1.4	-1.7	0.4	0.8	-0.8	-3.2	0.0
O=C(Nc1ccc(F)cc1)C(CCc1ccccc1)N1CCN(c2ccncc2)CC1 (stereo unspecified)
→ 0.6	-2.0	-0.8	-2.3	0.6	-1.2	·	-3.6	-0.3	3.5	0.0
CC1CCCN(C(=O)COC(=O)c2ccc[nH]c2=O)C1 (stereo unspecified)
→ 5.5	-4.0	0.7	-7.3	-0.1	-0.7	0.3	1.0	-0.7	0.5	-2.7
COC(=O)CN1CCN(C(c2ccccc2)c2ccccc2)CC1
→ -1.1	3.6	4.1	-5.7	0.1	-1.0	-0.8	-2.1	-1.3	-2.5	-2.5
Cc1cccc(N(CC(=O)NC2CCCC2)C(=O)CS(=O)CC(=O)Nc2ccc3c(c2)OCO3)c1 (stereo unspecified)
→ 1.4	1.1	1.3	-7.5	-1.5	-1.5	-0.7	-1.2	0.0	-0.2	2.7
C[C@H](O)[C@@H]1C(=O)N2CCc3c([nH]c4ccccc34)[C@@H]2C[C@@H]1N(C)S(=O)(=O)c1ccccc1
→ -0.1	-1.4	1.2	i	0.0	-1.3	0.4	3.9	3.1	i	i
O=C(NCc1cccs1)c1ccc(Cl)c(S(=O)(=O)N2CCOCC2)c1
→ -10.6	-1.5	-0.1	4.8	1.4	-1.2	0.5	-2.3	-1.1	6.2	4.5
COc1ccc(C2c3c(oc4ccccc4c3=O)C(=O)N2c2ccc(C)cn2)cc1OC (stereo unspecified)
→ -2.0	3.3	-1.3	1.2	1.1	-0.6	5.0*	-2.2	-0.8	-4.6	-4.2
COC(=O)c1cccc(C23CC4(C2)[C@H](CN(Cc2cccnc2)[C@@H]4c2ccccc2)C3c2ccc(C(F)(F)F)cc2)c1 (stereo partly specified)
→ 2.6	2.5	-0.7	2.7	-0.5	-0.8	·	2.3	-0.8	-1.2	5.4
O=C(/C(=N/N=C/c1ccc(O)c(O)c1O)c1ccccc1)c1ccccc1
→ -0.9	-0.1	0.5	7.8	-0.1	-1.2	2.6	-0.4	-0.5	-0.6	8.2
COc1ccc2c(c1)O[C@H]1c3ccc(O)cc3OC[C@@H]21
→ -1.3	3.4	2.3	0.0	0.6	-0.2	-0.4	1.4	-1.7	1.4	3.0
O=[N+]([O-])c1ccccc1SN(Cc1ccccc1)c1ccccn1
→ 3.3	1.9	-2.9	0.3	-0.3	-0.9	-0.2	-1.2	-0.8	-4.7	-2.0
Cc1ccc(C(O)c2ncc(-c3ccc(F)cc3)[nH]2)cc1F (stereo unspecified)
→ 1.4	-4.7	0.7	0.1	0.3	-1.2	·	-1.7	0.5	1.9	-2.4
Cc1ccccc1CC(=O)N1CC(C)OC(C)C1 (stereo unspecified)
→ -6.3	-0.1	-1.8	-8.6	0.0	-0.9	1.6	-0.9	2.8	-4.9	-2.9
O=C1C(Cl)=C(NCCc2ccccc2)C(=O)N1CCc1ccccc1
→ -2.7	-0.2	1.8	-0.7	0.4	-0.8	1.1	7.9*	-1.4	-46.4	-31.4
CCN1C(=O)/C(=C/c2ccc(C)s2)NC1=S
→ 5.3	-6.2	0.7	10.2*	-0.3	-1.1	-0.1	-3.9	-1.3	-12.9	-6.0
O=C(Nc1nc(-c2cccs2)c(-c2cccs2)s1)C1(c2ccccc2)CC1
→ 6.6	-2.1	0.2	-9.2	-0.5	-1.3	-0.8	-1.7	-0.4	-57.5	-44.1
CCC1(c2ccc(Cl)cc2)NC(=S)N(c2ccccc2)N1 (stereo unspecified)
→ 0.0	4.3	7.0	2.6	1.2	0.6	0.4	0.7	5.7*	0.2	0.8
CCC1CCCCN1CCCNC(=O)c1cn(CC(C)C)c(=O)c2cc(OC)c(OC)cc12 (stereo unspecified)
→ -2.3	0.5	0.1	-4.1	-0.1	-0.4	1.0	-0.7	-1.8	-1.8	-1.9
CCc1ccc(-c2cc(C)no2)cc1S(=O)(=O)N1CCN(c2ccccc2F)CC1
→ 4.0	-3.2	1.0	-3.6	0.1	-0.7	0.2	-1.7	-2.2	-6.2	-4.1
O=C1C2C3C=CC(C4CC34)C2C(=O)N1c1ccc2c(c1)OCO2 (stereo unspecified)
→ -4.3	1.6	4.0	-2.7	0.1	-1.0	-0.4	-5.6	0.2	0.7	2.4
COc1ccccc1NC(=O)c1sc(Cl)nc1C
→ 0.8	3.2	3.5	0.7	-0.7	-1.1	-0.4	2.9	0.2	-2.1	0.1
CCn1c(SCc2ccc(C(=O)Nc3nccs3)cc2)nnc1-c1ccc(NC(C)=O)cc1
→ 3.8	1.1	3.1	-2.8	0.1	-1.1	-0.5	0.9	-1.0	-1.9	-1.7
